MmCpn inh – M. maripaludis TRiC chaperonin inhibition. 330,000 compounds, 0.031% hits. purified Mm-Cpn ATPase, ADP Transcreener TR-FRET. AID 504842. Potency, µM (doses to about 76.9 µM), for the others: top-dose activity, negative = inhibition, actives largely listed as inhibitors; note: potency is the fitted concentration of half-maximal effect; % is set by controls: 0 for no effect and ±100 for the full control effect; nearly all actives have a fitted effect of over 80% in size
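Purified archaeal chaperonin (25 nM final) was preincubated with compound for 10 min at 37°C, then ATP (10 uM final) was added for 30 min at 37°C in Tris pH 7.4/KCl/MgCl2/DTT buffer. ADP was quantified by HTRF Transcreener TR-FRET.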
GLP1R inv ag – inverse agonists of human GLP-1 receptor | P43220 | HEK293 GLP-1R CRE-luciferase, luminescence, 24 h; GLP-1R form is constitutively active | Potency, µM (highest dose often 38.3 µM), without a hit: at the highest dose activity change, negative = inhibition, hits mostly inhibitors | 410,000 compounds, 1.6% hits; note: potency is the fitted concentration of half-maximal effect; % is set by controls: 0 for no effect and ±100 for the full control effect; nearly all actives have a fitted effect of over 55% in size
Target sequence (P43220 whole entry, looked up): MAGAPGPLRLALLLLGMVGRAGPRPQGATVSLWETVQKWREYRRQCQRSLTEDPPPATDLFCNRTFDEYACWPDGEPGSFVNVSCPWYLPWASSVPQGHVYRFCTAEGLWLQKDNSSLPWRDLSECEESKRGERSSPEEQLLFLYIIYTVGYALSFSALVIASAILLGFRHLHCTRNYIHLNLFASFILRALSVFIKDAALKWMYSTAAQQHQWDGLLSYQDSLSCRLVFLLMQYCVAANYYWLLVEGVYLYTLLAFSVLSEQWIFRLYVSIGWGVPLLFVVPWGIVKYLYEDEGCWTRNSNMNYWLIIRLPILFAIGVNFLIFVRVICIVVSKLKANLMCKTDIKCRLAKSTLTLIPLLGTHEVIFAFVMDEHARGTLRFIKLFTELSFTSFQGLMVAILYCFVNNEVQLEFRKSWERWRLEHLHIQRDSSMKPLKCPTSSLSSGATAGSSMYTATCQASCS
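Cells are plated, allowed 12 hours at 37 deg C, then treated with compounds for 24 hr before luciferase detection reagent is added and luminescence is read after 12 min at room temperature. The HEK293 line carries constitutively active GLP-1R with a cAMP-responsive reporter.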
TDP43 rescue – TDP-43 toxicity inhibition in yeast; TDP-43 expressing yeast growth rescue, BacTiter-Glo, 24 h; Potency, µM (series often up to 46.1 µM), for the others: at the top dose growth rescue (activation), actives largely listed as activators; 410,000 compounds, 1.8% hits; AID 652104; note: potency is the fitted concentration of half-maximal effect; % of control where 0% means no effect; nearly all actives have a fitted effect of over 50% in size
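In this qHTS, compounds that restore growth of yeast expressing TDP-43 appear as activators. Cells (OD600=0.02, galactose medium, raffinose-pregrown) are incubated with compound 24 hr at 30 deg C and growth is quantified by BacTiter-Glo.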
aSyn rescue – inhibitors of alpha-synuclein toxicity in yeast | Yeast expressing alpha-synuclein, growth rescue, BacTiter-Glo, 24 h | Potency, µM (top dose mostly 46.1 µM), for inactives: at the top dose growth rescue (activation), actives largely listed as activators | 370,000 compounds, 0.14% hits; note: potency is the fitted concentration of half-maximal effect; % of control where 0% means no effect; nearly all actives have a fitted effect of over 65% in size
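Rescue of yeast growth: cells expressing toxic alpha-synuclein, induced in galactose at OD600 0.02, incubated with compound 24 h at 30 C. ATP luminescence quantified growth; inhibitors of toxicity appear as activators.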
FUS suppressor – FUS proteinopathy suppression in yeast | S. cerevisiae FUS-expressing, growth rescue, OD600, 24 h | Potency, µM (titrated, usually from 76.6 µM), for inactives: at the top dose growth rescue (activation), hits mostly activators | 390,000 compounds, 0.24% hits;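 note: potency is the fitted concentration of half-maximal effect; plate controls were DMSO vehicle for no effect and reference control for full effect; nearly all actives have a fitted effect of over 55% in size; some results filed as inactive show a strong effect at the top dose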
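S. cerevisiae expressing FUS from galactose induction served as the toxicity model. Growth after 24hr at 30C, read as absorbance at 600 nm, indicates suppression of toxicity; compounds dosed at several concentrations.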
Abeta rescue – A-beta toxicity reversal in yeast; 410,000 compounds, 0.063% hits; Potency, µM (titrated, usually from 46.1 µM), inactives show at the highest dose growth rescue, actives largely listed as activators; yeast expressing A-beta42, growth rescue, OD600, 48 h; response scale: 0% DMSO, 100% iron-clioquinol control; note: potency is the fitted concentration of half-maximal effect; nearly all actives have a fitted effect of over 55% in size
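Yeast growth medium received pinned compounds, then yeast cells expressing toxic A-beta were added; plates incubated at 30 C for 48 hr. Growth read as absorbance at 600 nm, normalized to DMSO and equimolar FeCl3 plus clioquinol controls.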
Akt phos inh – Akt phosphorylation inhibition. Neuro2A IGF-stimulated pAkt S473 HTRF, 20 min; stronger effect = lower value. activity change, % for hits at 50 µM. 360,000 compounds, 0.32% hits. AID 651550; in the data active = activity change below about -80%; inconclusive = mostly about -51% to -80%; note: % is set by controls: 0 for no effect and ±100 for the full control effect
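Neuro2A cells in DMEM with 0.5% FBS, overnight at 37 deg C, given compound at single 50 µM final, then IGF (6 nM final) for 20 min at 37 deg C. Lysed; phospho-Akt Ser473 by HTRF after 24 h, 665/615 ratio.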
PTHR1 agonist – PTHR1 (human) receptor agonism | Q03431 | HEK293 GP2 PTHR1 cells, GloSensor cAMP luminescence, 1 h | Potency, µM (titrated, usually from 115 µM), for the others: at the highest dose activation, hits mostly activators | 410,000 compounds, 0.075% hits | AID 743266; note: potency is the fitted concentration of half-maximal effect; nearly all actives have a fitted effect of over 55% in size; some results filed as inactive show a strong effect at the top dose; inactives centre near -15; many of its hits are not listed in these tables
Target sequence (Q03431 whole entry, looked up): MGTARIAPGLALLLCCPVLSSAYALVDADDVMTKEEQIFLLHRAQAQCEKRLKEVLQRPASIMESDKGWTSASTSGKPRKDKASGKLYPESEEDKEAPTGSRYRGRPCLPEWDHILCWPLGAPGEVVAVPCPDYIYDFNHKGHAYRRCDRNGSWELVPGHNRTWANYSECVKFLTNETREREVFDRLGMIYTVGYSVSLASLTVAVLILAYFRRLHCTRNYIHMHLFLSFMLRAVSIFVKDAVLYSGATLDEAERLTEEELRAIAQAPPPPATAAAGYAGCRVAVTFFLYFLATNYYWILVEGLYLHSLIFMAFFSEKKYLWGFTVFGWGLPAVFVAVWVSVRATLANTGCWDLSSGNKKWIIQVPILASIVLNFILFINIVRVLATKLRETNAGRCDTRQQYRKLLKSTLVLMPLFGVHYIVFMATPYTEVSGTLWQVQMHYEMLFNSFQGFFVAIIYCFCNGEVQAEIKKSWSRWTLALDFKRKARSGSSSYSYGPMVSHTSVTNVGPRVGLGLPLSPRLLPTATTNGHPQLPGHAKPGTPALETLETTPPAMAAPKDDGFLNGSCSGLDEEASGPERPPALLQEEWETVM
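HEK-293-derived GP2 cells expressing PTHR1 and a GloSensor cAMP reporter, 3,000/well, plated overnight, given luciferin plus IBMX (each 0.5 mM as added) for 1 h at 37 °C, then compound for 1 h at 37 °C. Luminescence was read after 15 min at room temperature.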
GLP1R cytotox – cytotoxic in the GLP-1 receptor inverse agonist counter-screen. HEK293 cAMP-luciferase reporter cells, luminescence, 24 h. Potency, µM (titrated, usually from 38.3 µM), inactives show at the top dose activity change, negative = inhibition, usual class: inhibitors. 410,000 compounds, 0.13% hits. AID 624418;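 note: loss of luciferase light is scored as toxicity; potency is the fitted concentration of half-maximal effect; % is set by controls: 0 for no effect and ±100 for the full control effect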
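A 23 nL compound transfer followed 12 hours of cell culture at 37 deg C; exposure then lasted 24 hr. Luciferase assay detection reagent was dispensed and plates read for luminescence after a 12 min room-temperature wait.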
The depositor's hits bear a star; i = inactive; ? = inconclusive; nt = no result given; & = joins results of further samples; [ ] = remark or other dose. Unless noted, calls come from the whole dose curve; as a rule, active = well fitted curve in the direction sought with a large enough effect; inconclusive = small, poorly fitted or top-dose-only effect, or another doubt; inactive = no such curve, though single readings can be large; an effect the other way counts as inactive or inconclusive. This is a subset, so the mix of outcomes need not match the whole.

SMILES	MmCpn inh	GLP1R inv ag	TDP43 rescue	aSyn rescue	FUS suppressor	Abeta rescue	Akt phos inh	PTHR1 agonist	GLP1R cytotox
CO/N=C/C(C#N)=C/c1ccc(OC)cc1	-13%	19%	12%	7%	-5%	9%	i	-1%	-5%
COc1ccc(Cc2nnc(NC(=O)Nc3ccc(F)cc3)s2)cc1	0%	8%	-4%	5%	-5%	-2%	i	i	4%
O=C(CCS(=O)(=O)c1ccc(Br)cc1)N1CCN(c2ccccc2)CC1	1%	-2%	7%	4%	0%	11%	i	-11%	-5%
OC(CN1CCCCC1)Cn1c(C(F)(F)F)nc2ccccc21 (stereo not drawn)	1%	-11%	-2%	1%	-38%	-5%[9.22 µM]	i	i	1%
CC(Oc1ccccc1)C(=O)N1CCC2(CC1)Oc1ccc(F)cc1C(=O)C21CC(c2ccc(Cl)cc2)=NO1 (stereo not drawn)	nt	18%	-16%	16%	?	0%	i	-19%	-29%
O=C(CSc1nc2ccc([N+](=O)[O-])cc2[nH]1)NC1CCCCC1	1%	2%	-18%	-1%	28%	19%	i	-6%[57.5 µM]	4%
CCOC(=O)CC(=O)Nc1cc(Cl)ccc1O	0%	5%	14%	0%	-2%	5%	i	13%[57.5 µM]	-9%
CC(NC(=O)CN1C(=O)NC(C)(c2cccc3ccccc23)C1=O)c1ccccc1 (stereo not drawn)	5%	?	-11%	-5%	-9%	1%	i	20%	-17%
CCOc1ccc(-c2c(C(=O)N/N=C(\C)c3cccs3)nnn2-c2nonc2N)cc1	0%	1%	3%	9%	6%	-3%	i	i	-4%
CCc1cc2c(=O)[nH]c(COC)nc2s1	1%	21%	2%	-4%	2%	-15%	i	-23%	4%
COc1ccc(/C(C)=N/NC(=O)CNC(=O)CCc2ccccc2)c(OC)c1	1%	?	17%	6%	0%	-10%	i	i	-35%
Cc1ccccc1OCCC(=O)Nc1cc(S(=O)(=O)N2CCCCC2)ccc1N1CCN(C)CC1	nt	?	1%	-8%	18%	-5%	i	-8%	?
CC(C)CNC(=O)C1(C)CCCN1C(=O)CCc1cccs1 (stereo not drawn)	nt	4%	-13%	-6%	-27%	-11%	i	15%	8%
CN(Cc1ccccc1)C(=O)CCN1C(=O)c2cccc([N+](=O)[O-])c2C1=O	nt	0%	23%	2%	-23%	6%	i	i	4%
COc1cc(C(=O)O)ccc1OC(C)=O	-1%	16%	-20%	-11%	-2%	13%	i	i	5%
CCN(C(=O)CSc1nnc(SC(C)C)s1)C1CCS(=O)(=O)C1 (stereo not drawn)	-1%	5%	15%	-7%	-10%	4%	i	i	9%
CCOc1cc([N+](=O)[O-])cc(/C=N/NC(=O)c2c(-c3ccccc3)noc2C)c1O	2%	?	28%	3%	-10%	-40%[inhibitor]	i	-4%	?
CCCNC(=O)C(Cc1cccc(C#N)c1)NC(=O)c1ccc(C#N)cc1 (stereo not drawn)	-4%	2%	4%	4%	-22%	-4%	i	10%	-6%
Cc1ccccc1NC(=S)N(Cc1ccccc1)Cc1cccnc1	0%	-1%	-4%	-3%	9%	-8%	i	5%	8%
CC1Cc2ccccc2N1CC(=O)Nc1cc(S(=O)(=O)N2CCOCC2)ccc1Cl (stereo not drawn)	nt	?	9%	0%	4%	-15%	i	-23%	-7%
COc1cc(N/C=C2\CC(=O)NC(C)=C2C#N)cc(OC)c1OC	-1%	20%	-19%	-3%	-7%	18%	i	i	-13%
COc1ccc(C(O)c2nc(-c3cccs3)cs2)cc1 (stereo not drawn)	nt	9%	16µM*	18%	-8%	25%	i	-4%	0%
COc1cccc(-c2nnc(-c3ccccc3[N+](=O)[O-])o2)c1	-1%	71%[activator]	3%	-6%	47%	9%	i	i	1%
COc1ccccc1/C=C/C=N/NC(=O)CCn1nnc2ccccc21	1%	-16%	17%	12%	5%	-3%	i	i	-26%
COc1cc(NC(=O)c2ccco2)c(OC)cc1NC(=O)CSc1nnc(-c2cccs2)n1C	0%	0%	-6%	0%	45%	-4%	i	i	?
O=Cc1cccn1-c1c(C(=O)O)cnn1-c1ccccc1	-1%	26%	-9%	-1%	25%	2%	i	i	2%
Nc1c(NCCCN2CCOCC2)c2ccccc2oc1=O	0%	-28%	-12%	-1%	18%	18%	i	i	-14%
Cc1ccc(OCCCCN2CCc3ccccc3C2)c(C)c1	-4%	?	-23%	10%	-4%	12%	i	?	?
Cc1ccc(-n2nnc3c(=O)n(Cc4ccccc4C)cnc32)cc1	1%	4%	5%	-4%	-7%	-2%	i	-25%	1%
NC(=N\N=Cc1ccccc1)/C(N)=N/N=Cc1ccccc1	nt	-7%	0%	-7%	0%	-29%	i	-4%	20%
O=C1N[C@@H](Cc2c[nH]c3ccccc23)COC(=O)[C@@H](Cc2ccc(F)cc2)C/C=C\C[C@H]1CC(=O)N(CCO)Cc1ccccc1	2%	8.9µM*	4%	1%	?	0%	i	-1%	?
Cc1ccc(CNC(=S)NC2CCCCC2)cc1	-7%	?	-2%	-16%	13%	?	i	i	-3%
Cc1oc2ncn(CC(C)C)c(=O)c2c1C(=O)Nc1cccc(C(F)(F)F)c1	nt	17%	20%	nt	4%	-5%	nt	i	-7%
Cc1oc(-c2ccccc2Cl)nc1CS(=O)CC(=O)NCc1ccccc1Cl (stereo not drawn)	1%	?	3%&0%	2%	25%&18%	8%&0%	i	-4%	-2%&-10%
CC1(C)CC(=O)C(C=NC(CCC(N)=O)C(=O)O)=C(O)C1 (stereo not drawn)	-2%	0%	-7%	-7%	0%	1%	i	i	4%
CCOc1ccc(C(O)(c2ccccc2OC)C(CN2CCCC2)c2ccccc2)cc1 (stereo not drawn)	1%	?	4%	0%	-5%	14%	i	i	-14%
CCN(CC(=O)Nc1ccc2c(c1)OCCO2)c1ccc(S(=O)(=O)N2CCOCC2)cn1	0%	1%	-1%	-2%	3%	-4%	i	-7%	-13%
COc1ccc(C2c3[nH]c4ccccc4c3CCN2CCCn2cccn2)c(F)c1 (stereo not drawn)	-1%	?	-8%	0%	23%	-2%	i	-19%	12%
CCc1[nH]nc2c1C1(CCN(C(=O)OCc3ccccc3)CC1)C(C#N)=C(N)O2	-1%	5%	10%	2%	8%	27%	i	-23%	-1%
Cn1c(=O)c2c(nc(SCCN3CCOCC3)n2C)n(C)c1=O	0%	15%	2%	-4%	-6%	-16%	i	i	4%
Cc1ccc(-c2nc3ccccn3c2Nc2ccc3c(c2)OCCO3)s1	nt	?	23%	nt	10%	-11%	nt	i	-5%
O=C(CN1C2CCCC1CC(NC(=O)C1CCCCC1)C2)NCc1ccc(F)cc1 (stereo not drawn)	0%	-20%	22%	4%	-20%	0%	i	-27%	-3%
Cc1cc(Cl)ccc1NC(=O)C1CCCN(c2nnc(C)c3c(C)n(-c4ccccc4)nc23)C1 (stereo not drawn)	nt	4%	20%	nt	-30%	-4%	nt	i	1%
CCCCNC(=S)NNC(=O)c1ccc2c(c1)OCO2	-1%	1%	3%	13%	nt	-2%	i	i	2%
O=C(c1ccccc1NS(=O)(=O)c1ccc([N+](=O)[O-])cc1[N+](=O)[O-])N1O[C@@H]2C=C[C@H]1C2	-1%	-2%	?	-18%	36%	-29%	i	-30%[inhibitor]	-17%

Entries listed so far printed as active in GLP1R inv ag.
compound | MmCpn inh | GLP1R inv ag | Akt phos inh | PTHR1 agonist
O=C1N[C@@H](Cc2c[nH]c3ccccc23)COC(=O)[C@@H](Cc2ccc(F)cc2)C/C=C\C[C@H]1CC(=O)N(CCO)Cc1ccccc1 | 2% | 8.9µM* | i | -1%

(cont.)
SMILES	MmCpn inh	GLP1R inv ag	TDP43 rescue	aSyn rescue	FUS suppressor	Abeta rescue	Akt phos inh	PTHR1 agonist	GLP1R cytotox
COc1ccc2nc3cc(Cl)ccc3c(C#N)c2c1	0%	111%[activator]	5%	1%	20%	-6%	i	i	42%[activator]
Cc1cccc(-c2nnc(SCC#N)n2C)c1	-2%	14%	5%	-2%	-13%	-3%	i	i	3%
CCC(C)n1[nH]c(=O)cc1N (stereo not drawn)	-3%	10%	-18%	-3%	13%	-16%	i	i	3%
Cc1ccccc1C(=O)NC(=S)N(C)C1CCCCC1	-2%	?	5%	5%	5%	13%	i	-20%	?
COc1ccc(CN2CCN(C(=O)C3CCN(S(=O)(=O)c4cccs4)CC3)CC2)c(OC)c1OC	-2%	-32%	-3%	5%	6%	13%	i	-16%	-3%
NC(=O)NC(=O)COC(=O)CCSc1ccccc1	3%	4%	-14%	-1%	-4%	9%	i	-14%	-2%
CN(C)C(CNc1ccc(C(F)(F)F)cn1)c1ccccc1 (stereo not drawn)	-1%	?	-11%	-10%	2%	7%	i	-5%	7%
O=C(Nc1ccc(C(=O)N2CCCCC2)cc1)c1cccc([N+](=O)[O-])c1	1%	20%	-25%	-2%	nt	-13%	i	i	16%

Rewritten with bars between the fields: entries from further up
Structure | MmCpn inh | GLP1R inv ag | TDP43 rescue | aSyn rescue | FUS suppressor | Abeta rescue | Akt phos inh | PTHR1 agonist | GLP1R cytotox
COc1ccc2nc3cc(Cl)ccc3c(C#N)c2c1 | 0% | 111%[activator] | 5% | 1% | 20% | -6% | i | i | 42%[activator]
CN(C)C(CNc1ccc(C(F)(F)F)cn1)c1ccccc1 (stereo not drawn) | -1% | ? | -11% | -10% | 2% | 7% | i | -5% | 7%
Cc1ccccc1C(=O)NC(=S)N(C)C1CCCCC1 | -2% | ? | 5% | 5% | 5% | 13% | i | -20% | ?

Screens: PubChem, National Center for Advancing Translational Sciences (NCATS)
